Tn6 DDE FP = inhibitors of Tn6 peptide binding to human fibrin DD(E); P02675; Fibrin DD(E) TRITC-Tn6 fluorescence polarization displacement; inhibition, % at 8.3 µM; 370,000 tested, 0.21% active; AID 720509;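 active means inhibition above a per-campaign cutoff: mean of compounds within control limits plus 3 SD, cut at about 15% in these data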;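 further: 0% = median of all compound wells on the plate and 100% = blocking peptide control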
ASAP1 GAP inh = inhibitors of human ASAP1 ArfGAP activity | Q9ULH1 | ASAP1-stimulated ARF1 GTP hydrolysis, GDP FP detection | AID 624377 | inhibition, % at 16.5 µM | 360,000 tested, 0.19% active; in the data active means inhibition above about 25%;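 further: 0% = vehicle with enzyme and substrate and 100% = no enzyme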
Target sequence (Q9ULH1 325-724 limits assumed): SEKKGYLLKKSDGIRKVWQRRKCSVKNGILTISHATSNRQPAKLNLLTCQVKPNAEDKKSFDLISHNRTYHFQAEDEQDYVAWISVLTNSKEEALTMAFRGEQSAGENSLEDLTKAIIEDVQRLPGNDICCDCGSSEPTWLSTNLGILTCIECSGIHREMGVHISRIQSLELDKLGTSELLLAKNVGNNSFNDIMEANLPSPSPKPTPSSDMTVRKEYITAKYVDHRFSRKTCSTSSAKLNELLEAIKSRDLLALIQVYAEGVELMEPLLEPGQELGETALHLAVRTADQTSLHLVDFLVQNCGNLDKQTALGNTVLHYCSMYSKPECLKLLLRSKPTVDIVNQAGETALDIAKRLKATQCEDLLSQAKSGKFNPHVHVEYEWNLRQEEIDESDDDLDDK
PLCb3 inh = PLC-beta3 (human) inhibition, primary screen | Q01970 | Purified PLC-beta3, fluorogenic substrate, fluorescence | inhibition, % at 12.2 µM | 370,000 tested, 0.18% active; in the data active means inhibition above about 11%;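 further: 0% = median of compound wells on plate and 100% = full blocker control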
ARFGAP1 inhibitor = inhibits rat ARF GTPase activating protein 1. Arfgap1-stimulated ARF1 GTP hydrolysis, GDP FP detection. inhibition, % at 16.5 µM. 360,000 tested, 0.26% active;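 active means inhibition above a per-plate limit, mean inhibition of low control wells plus 3 SD, cut at about 25% in these data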;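 further: 0% = DMSO wells with enzyme and 100% = wells lacking Arfgap1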
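Replicates: Single well per compound | Assay system: Truncated rat Arfgap1 GAP domain | Control set: No-Arfgap1 wells (100%) versus DMSO full-reaction wells (0%) | Times: Enzyme reaction 120 min at 25 °C after 20 min preincubation | Reagent: Human ARF1(Δ1-17)-GTP substrate | Measured by: Tracer-displacement fluorescence polarization with EDTA stop, 620/688 nm | Measure: Percent inhibition of Arfgap1-stimulated GTP hydrolysis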
DDE Tn7 FP inh = disrupts Tn7 cyclic peptide binding to fibrin D-Dimer-E complex; FP displacement of FITC-Tn7 peptide from fibrin DD(E); 0% = median of compound wells per plate; inhibition, % at 8.3 µM; 370,000 tested, 0.13% active;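 active means inhibition above the mean of compounds falling within the control limits plus 3 SD of them, cut at about 14% in these data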;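 further: 0% = plate median of compound wells and 100% = 10 µM Aha-Tn7 peptide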
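Assay system: Human clot-derived fibrin DD(E) complex | Buffer or medium: Tris/NaCl/CaCl2 buffer, pH 7.8 | Repeats: One replicate per compound | Benchmarks: Aha-Tn7 high control | Measure: % inhibition scaled between sample-field median and high-control FP | Schedule: 10 min plus 3 h, room temperature | Signal: Fluorescence polarization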
PLC-gamma1 inh = PLC-gamma1 (human) inhibition, primary screen. purified PLC-gamma1, fluorogenic substrate, fluorescence. inhibition, % at 12.2 µM. 370,000 tested, 0.84% active. AID 720700. P19174; in the data active means inhibition above about 9.5%
MBD2 inh = MBD2-methylated oligo binding inhibition | inhibition, % at 4.4 µM | 370,000 tested, 0.31% active | TR-FRET, MBD2 binding to methylated oligonucleotide; in the data active means inhibition above about 13%
ADAM17 inh = ADAM17 inhibition, QFRET primary screen | inhibition, % at 6.95 µM | 370,000 tested, 0.83% active | AID 720648 | recombinant ADAM17, EDANS/DABCYL FRET peptide cleavage | P78536;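 active means inhibition above the mean of compounds lying between control limits plus 3 SD, set per campaign, cut at about 8.5% in these data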;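 further: 0% = DMSO-only wells as the low control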
Target sequence (P78536 215-824 limits assumed): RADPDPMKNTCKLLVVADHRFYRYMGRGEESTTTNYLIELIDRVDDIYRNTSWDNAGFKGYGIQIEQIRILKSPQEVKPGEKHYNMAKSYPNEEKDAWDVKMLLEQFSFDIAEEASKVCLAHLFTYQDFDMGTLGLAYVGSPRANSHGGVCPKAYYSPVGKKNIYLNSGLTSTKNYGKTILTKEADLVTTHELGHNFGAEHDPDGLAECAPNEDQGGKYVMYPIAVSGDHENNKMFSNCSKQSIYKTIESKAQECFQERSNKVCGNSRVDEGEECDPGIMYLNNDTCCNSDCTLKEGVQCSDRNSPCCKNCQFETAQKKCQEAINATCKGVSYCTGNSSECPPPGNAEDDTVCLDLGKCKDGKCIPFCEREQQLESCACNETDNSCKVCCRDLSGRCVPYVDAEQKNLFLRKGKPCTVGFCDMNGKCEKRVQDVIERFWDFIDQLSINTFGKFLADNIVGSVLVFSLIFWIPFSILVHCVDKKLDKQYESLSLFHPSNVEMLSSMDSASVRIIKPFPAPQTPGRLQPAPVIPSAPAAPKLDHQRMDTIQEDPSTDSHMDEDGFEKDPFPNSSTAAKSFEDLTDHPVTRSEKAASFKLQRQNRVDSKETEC
KLK7 zymogen act = proKLK7 (human) activation, primary screen; P49862; purified proKLK7, EDANS-DABCYL substrate fluorescence; 100% is mature enzyme control, 0% vehicle; activation, % at 7 µM; 370,000 tested, 0.9% active;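 active means activation above the mean of all tested compounds plus 3 SD, computed per campaign excluding outliers beyond control limits, cut at about 13% in these data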
UHRF1 MBD2 ctr = UHRF1 methyl-DNA binding inhibition | 370,000 tested, 0.75% active | UHRF1 binding to methylated oligo, TR-FRET | Q96T88 | AID 687016 | inhibition, % at 4.4 µM; in the data active means inhibition above about 21%;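 further: UHRF1 SRA domain binding a hemimethylated CpG hairpin DNA probe; 0% = median of test compound wells and 100% = reference inhibitor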
Starred values were filed as active, the others as inactive; · = not tested or not shown.

SMILES	Tn6 DDE FP	ASAP1 GAP inh	PLCb3 inh	ARFGAP1 inhibitor	DDE Tn7 FP inh	PLC-gamma1 inh	MBD2 inh	ADAM17 inh	KLK7 zymogen act	UHRF1 MBD2 ctr
Cc1cnc(NC(=O)c2cccc(S(=O)(=O)N3CC(C)OC(C)C3)c2)s1 (stereo not given)	-5	14	-19	-2	-5	-8	2	-2	0.7	-4
CCN(c1ccccc1)S(=O)(=O)c1ccc(N2CCN(c3ccc(OC)cc3)CC2)nc1	4	-15	-1	4	-1	5	0	1	0.1	2
O=C(NCCCN1CCOCC1)C1CC(=O)N(CCc2ccccc2)C1 (stereo not given)	-1	-8	1	-10	-2	1	2	-3	-0.9	1
Cc1ccc(S(=O)(=O)N2CCC(C(=O)N3CCC(C(=O)NCc4cccnc4)CC3)CC2)cc1	-2	2	-5	-2	3	0	8	-3	0.1	1
C/C(CC1(O)C(=O)N(Cc2ccccc2)c2ccccc21)=N\O (stereo not given)	0	-9	1	1	6	-1	1	-5	0.7	-1
CCCCCN1CCCCC(NC(=O)CSc2ccccc2)C1=O (stereo not given)	-3	·	2	·	0	0	0	1	-0.3	0
Cc1c(Br)cc(-c2nnco2)cc1Br	-1	12	-3	1	0	-2	-3	-5	0.7	2
CCN(CC)CCNC(=O)c1ccc(NC(=O)Cc2ccc(OC)c(S(=O)(=O)N3CCOCC3)c2)cc1	4	-9	-4	16	-1	-2	4	-2	-0.4	-3
CCCN1CCN(CCCNC(=O)C2CCN(c3nnc(-n4cccc4)s3)CC2)CC1	-8	4	2	-3	-6	0	2	-3	0.3	-1
COc1ccc(CNC(=O)CCC(=O)Nc2nnc(C(F)(F)F)s2)cc1	-7	1	-2	-6	2	5	-3	-5	-0.3	-2
O=C(O)c1cc2nc(-c3ccc(F)cc3)cc(C(F)(F)F)n2n1	1	5	-61	7	-6	-58	2	-5	0.2	-7
COC(=O)C1=C(N)Oc2cc(C)[nH]c(=O)c2C1c1cc(OC)c(OC)c(OC)c1 (stereo not given)	-1	2	4	-9	4	0	-3	-5	0.5	-1
CCC(O)c1cnc(OCc2ccccc2)nc1OCc1ccccc1 (stereo not given)	-3	-4	-1	0	6	1	7	1	-0.1	2
O=C(Nc1cccc(O)c1)c1ccc(NC(=O)c2cccs2)cc1	-7	-11	-3	-6	6	-2	-1	1	0.6	-2
Cc1ccc(-n2nc3c(=S)[nH]nc(C)c3c2C)cc1	2	-15	2	-4	-3	-2	0	-5	-0.3	1
CC(C)Oc1cc(F)ccc1-c1cc(C(=O)NCCCn2ccnc2)[nH]n1	0	-3	1	10	8	2	-7	-6	0.5	-3
COC(=O)c1cc(C#N)c(OC)nc1C	6	-8	0	-9	6	1	0	-1	-0.3	-3
OC(CN1CCN(c2ccccn2)CC1)Cn1c2ccc(Cl)cc2c2cc(Cl)ccc21 (stereo not given)	-1	4	0	2	3	3	2	8	-0.3	-3
O=[N+]([O-])c1cccc(I)c1	3	-1	0	0	6	3	59*	-4	-0.1	88*
Cc1c(Cc2ccccc2)c(=O)oc2c(C)c(OCc3nn[nH]n3)ccc12	6	-13	-52	-20	5	-41	0	-189	-4.8	0
Cc1nnc(SCC(=O)NC2CCCCCC2)n1N	-5	-4	-4	6	3	0	4	-2	-0.7	-1
Cc1ccc(NC(=S)N(C)C)cc1C	-1	0	-1	1	2	4	2	-2	-0.3	-1
O=C(CCC1CCCCC1=O)c1ccccc1 (stereo not given)	0	7	-4	17	6	1	-3	0	-0.2	0
C=CCn1c(SCC(=O)Nc2cc(C)on2)nnc1-c1ccncc1	-2	11	2	9	-5	0	6	-3	0.5	1
COc1ccc(CCNC(=O)CSc2nc(=O)n3cccc(C)c3n2)cc1OC	0	9	6	6	-10	7	5	-2	-0.1	-1
CCOc1ccc2cc(C3CC(c4ccco4)=NN3S(C)(=O)=O)c(Cl)nc2c1 (stereo not given)	6	-6	-12	-1	4	-6	-1	-4	0.0	1
CC1(C(=O)NS(=O)(=O)c2ccc(Cl)s2)CCN1C(=O)c1ccccc1CCc1ccccc1 (stereo not given)	3	-11	-12	16	-2	-4	9	-5	-0.3	0
Cc1ccc(S(=O)(=O)N2CCCCC2CCNC(=O)C(=O)NCc2cccnc2)cc1 (stereo not given)	1	-18	-9	-8	3	0	1	-3	-0.1	-2
CCCN1C(=O)c2cc(C(=O)Nc3ccccc3C)ccc2C1Nc1ccccc1C (stereo not given)	2	15	4	1	-3	8	1	1	0.5	-1
CCOC(=O)N1C(=O)C2(CCCCC2)N(c2ccccc2Cl)C1=S	2	4	2	-5	-2	11*	-1	6	-0.1	0
Nc1ncncc1-c1ccc2ccccc2c1	-2	-12	-3	6	-5	1	-2	-7	-0.5	-4
Cc1ccccc1-n1ncc2c1CC(C)(C)CC2NC(=O)C1CCC1 (stereo not given)	-5	-4	-3	0	6	1	-6	2	0.2	0
Cc1cccc(OC(=O)c2ccc3nccnc3c2)c1	8	-1	-3	-3	0	0	3	-3	-1.1	4
CCOC(=O)C1CCN(CCC(=O)Nc2cccc(Cl)c2)CC1	8	4	4	-1	1	-1	1	2	0.1	1
O=C(CSc1ncc(-c2ccc(F)cc2)n1Cc1ccco1)Nc1ccc2c(c1)OCO2	-8	0	-5	-9	2	-4	-5	2	-0.6	-1
O=C(Nc1nnc(C2=COCCO2)o1)c1ccc(S(=O)(=O)N2CCOCC2)cc1	-5	-15	-2	3	-1	0	0	0	-0.4	-1

Four compounds drawn at random from those above:
SMILES	Tn6 DDE FP	ASAP1 GAP inh	PLCb3 inh	ARFGAP1 inhibitor	DDE Tn7 FP inh	PLC-gamma1 inh	MBD2 inh	ADAM17 inh	KLK7 zymogen act	UHRF1 MBD2 ctr
CC1(C(=O)NS(=O)(=O)c2ccc(Cl)s2)CCN1C(=O)c1ccccc1CCc1ccccc1 (stereo not given)	3	-11	-12	16	-2	-4	9	-5	-0.3	0
O=C(CSc1ncc(-c2ccc(F)cc2)n1Cc1ccco1)Nc1ccc2c(c1)OCO2	-8	0	-5	-9	2	-4	-5	2	-0.6	-1
CCOc1ccc2cc(C3CC(c4ccco4)=NN3S(C)(=O)=O)c(Cl)nc2c1 (stereo not given)	6	-6	-12	-1	4	-6	-1	-4	0.0	1
CCOC(=O)C1CCN(CCC(=O)Nc2cccc(Cl)c2)CC1	8	4	4	-1	1	-1	1	2	0.1	1

Returning to the listing, repeating the two entries before the break.
SMILES	Tn6 DDE FP	ASAP1 GAP inh	PLCb3 inh	ARFGAP1 inhibitor	DDE Tn7 FP inh	PLC-gamma1 inh	MBD2 inh	ADAM17 inh	KLK7 zymogen act	UHRF1 MBD2 ctr
O=C(CSc1ncc(-c2ccc(F)cc2)n1Cc1ccco1)Nc1ccc2c(c1)OCO2	-8	0	-5	-9	2	-4	-5	2	-0.6	-1
O=C(Nc1nnc(C2=COCCO2)o1)c1ccc(S(=O)(=O)N2CCOCC2)cc1	-5	-15	-2	3	-1	0	0	0	-0.4	-1
COC(C[C@@H](O)CC(=O)COCc1ccccc1)OC	-4	-10	-2	5	3	0	-2	-4	0.1	-3
Cc1cccc(-c2nnc(SCc3cccc4ccccc34)n2-c2ccc(Cl)cc2)c1	-6	·	-1	·	-6	2	6	3	0.5	2
O=C(CCC(=O)c1cccs1)OCc1nc2ccccc2s1	-6	-4	-5	4	1	-2	2	-4	-0.3	9
CCC(CC)c1nnc(NC(=O)c2c(-c3ccccc3)noc2C)s1	-4	-10	2	-11	0	1	-2	1	0.1	0
COc1ccc(COC(=O)c2n[nH]c3ccccc23)cc1F	-7	12	-4	6	1	0	1	2	-0.2	1
COc1ccccc1CNC(=O)c1ccc(N(C)S(=O)(=O)c2ccc(C)cc2)cc1	0	2	-6	12	-5	-1	0	-4	0.6	-1
CCNC(=O)CCCOc1ccc(Cl)cc1Cl	-7	7	4	-3	4	3	3	1	0.2	-4
Cc1ccc(NC(=O)Cn2nc(C)c(S(=O)(=O)N(C)C)c2C)cc1C	-8	6	-6	-9	-6	4	2	1	0.1	0
CCC(=O)Nc1ccc2nc(C3CC3)n(Cc3ccccc3)c(=O)c2c1	1	-14	0	-1	-6	2	-7	-2	-0.1	1
CCCCC1CCC(C(=O)N(CCOC)c2c(N)n(CC(C)C)c(=O)[nH]c2=O)CC1 (stereo not given)	0	7	2	4	-2	14*	-2	9.3*	0.1	2
COc1ccc(S(=O)(=O)N2CCCC(C(=O)NCc3cccnc3)C2)cc1OC (stereo not given)	4	9	1	-3	-1	2	1	-1	-0.5	0
Nc1nc(COC(=O)C2CC(=O)N(CCc3ccccc3)C2)nc(Nc2ccccc2)n1 (stereo not given)	-2	3	0	3	-1	-2	0	-2	-0.3	-3
CC1=C(C(=O)N(C)C)CC(CC(=O)NCCCN(C)C)C(=O)N1CCCN1CCCC1=O (stereo not given)	7	-8	6	4	-4	3	3	2	-1.0	24*
COC(=O)C(Cc1cnc[nH]1)NC(=O)C1CCC(=O)N1 (stereo not given)	-1	4	7	3	-2	3	1	-3	0.7	2
O=C1C2C3C=CC(C3)C2C(=O)N1c1cccc2ccccc12 (stereo not given)	3	-8	2	-2	-12	0	-5	-4	-0.4	-2
CCOC(=O)CNC(=S)N(CCCN1CCCC1)Cc1cccs1	0	-15	-4	-3	2	-2	8	-7	-0.5	4
CCOc1ccccc1Cn1c(=O)sc2ccccc21	-2	-3	0	-13	4	-1	-3	2	0.4	-3
COc1cccc(C(=O)Nc2nnc(-c3cccs3)s2)c1	-2	6	-9	-3	-1	-6	-1	-1	-0.1	-1
COCCNC(=O)c1ccc(CS(=O)(=O)c2ccc(C)cc2)o1	-4	-15	1	5	-4	5	-4	0	-0.2	-1
Cc1ccc(CSc2nnc(SCC(=O)N/N=C/c3ccccc3OCC(=O)O)s2)cc1	0	4	-8	-2	7	-1	1	-4	0.0	15
Cc1cccc(C(=O)NNC(=O)c2ccc(NC(=O)C(C)(C)C)cc2)c1	-1	-1	-7	-2	2	1	4	-2	0.6	0
CCOc1ccc(C(=O)Nc2cccc(-c3ccc4nncn4n3)c2)cc1	12	0	-8	-3	5	1	0	-3	-3.6	0
Cc1ccc(-c2nc3c4ccccc4ccn3c2Cc2cccc(F)c2)cc1	-2	5	-15	2	1	-13	5	-8	-8.7	9
COc1ccc(/C=C/c2nc(-c3ccccc3O)n(-c3ccccc3)n2)cc1	-5	-8	-73	3	0	-64	7	-3	1.0	0
CC(C)(C)c1cccc(C2(O)C(=O)c3ccccc3C2=O)c1O	-4	0	-4	-2	3	3	-2	0	-0.2	0
Cc1cccc(N2C(=O)CC(SC(N)=Nc3ccccc3)C2=O)c1 (stereo not given)	4	-6	2	-6	4	-1	-2	1	0.1	1
Cc1cc(C(=O)OCC(=O)N2CC(=O)Nc3ccccc32)no1	-1	0	-5	-2	11	-3	3	-5	-0.3	0
O=C(Nc1cccc(S(=O)(=O)Nc2ccccc2Cl)c1)c1ccc(N2CCCC2)c([N+](=O)[O-])c1	-9	-5	8	12	0	5	-2	11*	-0.7	-2

From PubChem

This is a random part of the collection. Share with any hit: about 4.1%.
